Compound activity (PubChem BioAssay)
TAAR1 antag = antagonists of human TAAR1; Q96RJ0; CHO RD-HGA16 TAAR1, Fluo-8 calcium fluorescence, antagonist; inhibition, % at 3 µM; hit rate 1.5% among 360,000;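 active = inhibition above a per-plate cutoff, the mean inhibition of test compounds on that plate plus 3 SD, cut at about 49% in these data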;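 also: 0% = DMSO plus EC80 beta-PEA response and 100% = DMSO alone without agonist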
Target sequence (Q96RJ0 whole entry, looked up): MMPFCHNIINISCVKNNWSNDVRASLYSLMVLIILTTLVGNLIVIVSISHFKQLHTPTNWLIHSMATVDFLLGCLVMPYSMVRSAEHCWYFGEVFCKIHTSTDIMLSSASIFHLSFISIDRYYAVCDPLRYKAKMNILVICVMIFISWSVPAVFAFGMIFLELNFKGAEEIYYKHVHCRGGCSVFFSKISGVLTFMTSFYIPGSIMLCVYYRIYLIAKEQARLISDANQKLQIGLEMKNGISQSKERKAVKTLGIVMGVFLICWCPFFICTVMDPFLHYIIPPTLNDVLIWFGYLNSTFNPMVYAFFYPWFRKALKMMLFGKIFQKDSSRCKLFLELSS
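System: RD-HGA16 CHO cells with stable hTAAR1 and Gα16 | Probe or stimulus: EC80 β-phenethylamine stimulus | Dosing: 3 µM, single point | Times: Dye loading 75 min at 37 °C, then 30 min room temperature | Measured by: Fluo-8 calcium-sensitive fluorescence | Read-out basis: % inhibition of agonist calcium response | Replicates: n of 1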
OXTR potentiate = potentiates the human oxytocin receptor response. P30559. CHO-OTR cells, Fluo-8 calcium fluorescence, potentiator mode; 0% = oxytocin EC15, 100% = EC100. activation, % at 3 µM. hit rate 0.061% among 320,000;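 active = activation above that plate's cutoff, the mean activation of tested compounds plus 3 SD, cut at about 6.6% in these data, passing the limit was not always enough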;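 also: 100% uses oxytocin at 75 nM as the full agonist control; some results filed as inactive read as strong as hits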
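Replication – single well per compound, singlicate · Assay system – CHO cell line stably expressing human OTR · Timing – 6 min pre-incubation, 100 s read · Measure – normalized max/min fluorescence ratio, % activation · Doses – 3.0 µM, one dose · Detection – Fluo-8 calcium dye fluorescence · Probe or stimulus – oxytocin near EC15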
CHO-K1 Ca ag = M1 agonist counterscreen hit in parental CHO-K1 cells. Fluo-8 calcium fluorescence; scaled to maximal ATP response, vehicle zero. hit rate 0.48% among 360,000. activation, % at 3 µM; in the data active = activation above about 15%;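 also: untransfected CHO-K1 host cells lacking M1 receptor as counterscreen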
CHO-K1 Ca antag = M1 antagonist counterscreen hit in parental CHO-K1 cells | hit rate 0.6% among 360,000 | ATP-induced calcium, Fluo-8 fluorescence | inhibition, % at 3 µM | AID 602250;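 active = inhibition above a per-plate cutoff, the plate's mean sample inhibition plus 3 SD, cut at about 24% in these data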;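 also: 0% = DMSO plus EC80 ATP and 100% = DMSO alone without ATP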
TAAR1 ag = agonists of human TAAR1; Q96RJ0; activation, % at 3 µM; hit rate 0.99% among 360,000; CHO RD-HGA16 TAAR1, Fluo-8 calcium fluorescence; vehicle wells 0%, saturating PEA agonist 100%;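 active = activation above the mean activation of all test compounds in the run plus 3 SD, cut at about 38% in these data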
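Assay system – CHO-derived RD-HGA16 cells with stable Gα16 and human TAAR1 · Compound dosing – one-point dosing at 3 µM (nominal) · Incubation – 17-24 h seeding, 75 min 37 °C dye, 30 min RT · Measured by – kinetic Fluo-8 calcium fluorescence · Control set – DMSO vehicle as 0%, PEA at EC100 as 100% · Repeats – single well for each compound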
M1 PAM parental = nonselective activator or artifact in parental CHO-K1 calcium assay | ATP EC20, Fluo-8 calcium fluorescence; 0% at ATP EC20, 100% at ATP max | activation, % at 3 µM | hit rate 0.02% among 360,000;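 active = activation above the run cutoff, the mean activation of all test compounds plus 3 SD, cut at about 40% in these data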;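 also: peak over basal fluorescence ratio in a 140 s read after ATP addition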
CHRM1 agonist = activates human CHRM1 receptor; P11229; CHO-K1 hM1, Fluo-8 calcium fluorescence, agonist mode; 0% DMSO, 100% acetylcholine EC100; activation, % at 3 µM; hit rate 0.33% among 360,000;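 active = activation above the run's mean compound activation plus 3 SD, cut at about 16% in these data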;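 also: peak over basal fluorescence ratio within a 140 s kinetic read after compound addition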
Target sequence (P11229 whole entry, looked up): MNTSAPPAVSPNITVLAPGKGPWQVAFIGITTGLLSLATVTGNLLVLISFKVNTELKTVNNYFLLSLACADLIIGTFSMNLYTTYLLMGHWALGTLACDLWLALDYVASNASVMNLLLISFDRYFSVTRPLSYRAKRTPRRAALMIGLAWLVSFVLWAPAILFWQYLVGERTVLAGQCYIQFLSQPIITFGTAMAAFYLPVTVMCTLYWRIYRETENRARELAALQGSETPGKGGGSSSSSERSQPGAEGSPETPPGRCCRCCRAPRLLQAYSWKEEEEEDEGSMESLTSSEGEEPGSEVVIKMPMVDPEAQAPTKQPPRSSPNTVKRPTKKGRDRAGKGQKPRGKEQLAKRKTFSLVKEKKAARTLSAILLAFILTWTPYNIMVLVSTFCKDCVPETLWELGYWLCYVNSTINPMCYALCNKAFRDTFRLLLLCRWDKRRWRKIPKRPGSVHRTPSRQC
CHO parental Ca = signal in parental CHO cells, OX1R antagonist counter-screen; AID 463079; parental CHO-K1, ATP-induced calcium, Fluo-8 fluorescence; hit rate 0.63% among 330,000; inhibition, % at 5.6 µM;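 active = inhibition above that plate's mean sample inhibition plus 3 SD, cut at about 26% in these data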;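 also: 0% = ATP-challenged DMSO wells and 100% = DMSO wells without ATP; some compounds past the cut are filed as inactive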
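Material – parental CHO cells · Reagent – ATP stimulus · Compound – single nominal dose of 5.6 µM per compound · Detection – Fluo-8 fluorescence · Read-out basis – percent inhibition of calcium signal · Controls – ATP-challenged DMSO wells low, unchallenged DMSO wells high · Repeats – no replicates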
M1 antag = blocks human M1 muscarinic receptor | P11229 | CHO-K1 hM1, Fluo-8 calcium fluorescence, ACh EC80 antagonist | inhibition, % at 3 µM | hit rate 1.3% among 360,000 | AID 588852;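 active = percent inhibition above its own plate's cutoff, namely the mean of that plate's compound wells plus 3 SD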;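 also: peak over basal fluorescence ratio during 140 s after agonist addition; 0% = ACh EC80 plus DMSO and 100% = DMSO alone without agonist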
An asterisk follows results filed as active; / = not tested or not shown.

1	O=c1c2ccccc2oc2nc(-c3ccco3)n(Cc3ccccc3)c(=O)c12
2	CS(=O)(=O)Nc1ccc(-c2cn3cccnc3n2)cc1
3	C/C(=N\NC(=O)c1ccoc1C)c1cccnc1
4	CCCNC(=O)c1cc(C2CCCCN2S(=O)(=O)c2ccc(OC)cc2)on1 (stereo not given)
5	O=C(CC1SC(N2CCCC2)=NC1=O)Nc1ccc(C(=O)N2CCN(c3cccc(Cl)c3)CC2)cc1 (stereo not given)
6	Cc1cc(C)c2oc(C(=O)Nc3nnc(C(C)C)s3)cc(=O)c2c1
7	COc1ccc(N2CCN(C(=O)Cn3cnc4sc(C)c(S(=O)(=O)N5CCOCC5)c4c3=O)CC2)cc1
8	CCc1[nH]c(=O)c(C#N)c2c1COC(C)(C)C2
9	COc1ccc(NC(=O)CN(C)CC(=O)c2[nH]c(C)c(C(C)=O)c2C)cc1
10	COc1ccc(OC)c(C(=O)COC(=O)C(CCSC)NC(=O)COc2ccccc2)c1 (stereo not given)

assay / entry	1	2	3	4	5	6	7	8	9	10
TAAR1 antag	-12	1	-1	-20	-16	-5	-24	-10	-26	1
OXTR potentiate	-7	-12	-11	/	-5	-8	5	-5	3	-6
CHO-K1 Ca ag	-0.1	-0.1	1.0	-0.3	-0.2	0.5	1.8	0.9	1.1	-0.1
CHO-K1 Ca antag	1	-3	-4	2	10	9	-16	-18	-20	5
TAAR1 ag	3	1	3	-1	0	1	3	11	6	2
M1 PAM parental	-9	11	8	-8	-23	1	4	18	-10	-18
CHRM1 agonist	-1	-5	0	-8	-8	-4	-7	-3	-3	-4
CHO parental Ca	-13	-1	-2	/	-8	-5	-5	-1	-6	-24
M1 antag	-3	-5	1	0	8	-5	-6	0	-5	-1

11	Nc1cn(C2OC(CO)C(O)C2O)c(=O)[nH]c1=O (stereo not given)
12	Cc1ccc(NC(=O)CN(C)C(=O)c2cccc(S(=O)(=O)N3CCCC3)c2)cc1
13	O=C1NC(=S)N/C1=C/c1ccc2c(c1)OCO2
14	O=C(CSc1ccc(-c2cccc([N+](=O)[O-])c2)nn1)N1CCCCC1
15	CCCCc1c(C)c(C#N)c2[nH]c3ccccc3n2c1=O
16	O=C(N/N=C/c1ccc2c(c1)OCCO2)c1ccncc1
17	O=C(OC(C(=O)NCc1ccc2c(c1)OCO2)c1ccc(Cl)cc1)c1ccco1 (stereo not given)
18	COC(=O)Cn1c(CN2CCOCC2)nc2c1c(=O)n(C)c(=O)n2C
19	Cc1cc2ccccn2c1C(=O)c1cccc(F)c1
20	Cc1ccc(NS(=O)(=O)N(C)C)cc1

assay / entry	11	12	13	14	15	16	17	18	19	20
TAAR1 antag	-11	9	-23	3	23	-17	18	-16	-2	-33
OXTR potentiate	/	-3	-12	0	-29	2	-17	-2	-6	-1
CHO-K1 Ca ag	0.8	-0.4	0.3	1.7	2.1	0.9	1.4	1.1	-1.4	0.0
CHO-K1 Ca antag	-7	2	-14	-2	-5	-4	-7	-5	-21	8
TAAR1 ag	3	12	1	2	5	0	2	1	-4	4
M1 PAM parental	24	7	13	6	16	11	23	20	8	-1
CHRM1 agonist	-2	0	-3	-2	-1	-3	-1	-3	-8	-3
CHO parental Ca	/	-6	-4	-11	-4	-7	-12	-2	-11	-18
M1 antag	-14	-7	-2	-1	-6	-3	-2	-4	-7	1

21	CCCc1cc2c(c(NC(C)=O)n1)c(=O)oc1ccccc12
22	CN(C)CCCNC(=O)C(=O)NCC1OCCN1S(=O)(=O)c1cccs1 (stereo not given)
23	Cc1ccc2c(c1)Oc1ccc(NC(=O)CCCl)cc1C(=O)N2
24	Cn1c(=O)c2cc(NCc3ccccc3)nnc2n(C)c1=O
25	CC(OC(=O)CNC(=O)c1cccs1)C(=O)Nc1ccc(S(N)(=O)=O)cc1 (stereo not given)
26	COc1ccc(-n2c(C)cc(C(=O)NC3CCCCC3)c2C)cc1
27	Cc1cccc(-c2nc3ccccc3c(=O)n2NC(=O)c2cccs2)c1
28	CCOC(=O)c1ccc(S(=O)(=O)Nc2ccc(N3CCOCC3)cc2)cc1
29	O=C(O)c1ccccc1C(=O)c1ccc2c(c1)N(Cc1cccc(F)c1)C(=O)CO2
30	CCC1CCCCN1C(=O)c1ccc(OC2CCN(Cc3ccccn3)CC2)cc1 (stereo not given)

assay / entry	21	22	23	24	25	26	27	28	29	30
TAAR1 antag	6	-1	-10	2	-20	-5	-13	-1	9	-22
OXTR potentiate	/	-14	-10	-4	-4	-6	-10	-11	-18	1
CHO-K1 Ca ag	0.1	0.5	0.6	0.3	0.9	0.9	1.6	3.8	1.4	0.5
CHO-K1 Ca antag	-6	6	10	-3	-9	-20	-1	1	0	-1
TAAR1 ag	14	3	7	10	8	-1	2	6	1	1
M1 PAM parental	9	-13	15	8	-3	12	3	-6	9	4
CHRM1 agonist	-4	5	-2	-9	4	-1	0	2	-8	-7
CHO parental Ca	/	-5	-8	-9	0	-26	-17	3	-24	-19
M1 antag	9	2	0	-10	-12	-26	-8	12	6	11

31	O=S(=O)(NCCc1cn2ccccc2n1)c1cccs1
32	Oc1ccccc1-c1nc2cnccn2c1Nc1ccc2c(c1)OCCO2
33	Cc1cccc(-c2nnc(SCC(=O)N3CCOCC3)o2)c1
34	COc1ccc(C(O)P(=O)(OC(C)C)OC(C)C)c(OC)c1 (stereo not given)
35	COc1ccc(NC(=O)CC2C(=O)N(C)C(=S)N2Cc2ccc3c(c2)OCO3)cc1 (stereo not given)
36	COc1ccc(N(C)S(=O)(=O)c2cccc(C(=O)NC3CCC(C)CC3)c2)cc1 (stereo not given)
37	Cc1ccc(C(=O)NCC(=O)N(C)CC(=O)Nc2ccccc2Br)s1
38	O=C(CSc1ncccc1-c1nc2ccccc2[nH]1)NC1CC1
39	Cc1cccc(OCC(O)Cn2c(-n3nc(C)cc3C)nc3c2c(=O)[nH]c(=O)n3C)c1 (stereo not given)
40	COC(=O)Cc1ccc(OC2(C)CCN(Cc3ccccc3OC(F)F)C2)cc1 (stereo not given)

assay / entry	31	32	33	34	35	36	37	38	39	40
TAAR1 antag	1	-5	-17	-14	-7	18	11	23	-19	-6
OXTR potentiate	-2	-1	-6	-2	-4	-26	3	-4	-8	/
CHO-K1 Ca ag	0.1	1.2	1.8	0.5	0.7	1.5	-0.3	4.1	2.1	0.2
CHO-K1 Ca antag	0	-10	-4	2	-7	6	8	-30	-21	19
TAAR1 ag	1	-1	0	5	9	9	1	8	16	2
M1 PAM parental	3	13	4	1	-9	-1	-15	21	20	0
CHRM1 agonist	-6	-6	-4	-2	3	-9	0	-7	-1	-9
CHO parental Ca	21	-12	4	1	-13	-25	-11	-20	-13	/
M1 antag	-18	16	-10	-11	-11	4	3	-9	-11	55*

3 entries from above, ordered by the number in M1 antag, highest first:
nr	SMILES	M1 antag
36	COc1ccc(N(C)S(=O)(=O)c2cccc(C(=O)NC3CCC(C)CC3)c2)cc1 (stereo not given)	4
38	O=C(CSc1ncccc1-c1nc2ccccc2[nH]1)NC1CC1	-9
33	Cc1cccc(-c2nnc(SCC(=O)N3CCOCC3)o2)c1	-10

(further entries)
41	CCN(CC)c1nc(-c2ccccn2)nc(-c2ccccc2)c1C#N
42	CCOc1ncccc1C(=O)Nc1cc(S(=O)(=O)N2CCOCC2)ccc1N1CCCC1
43	CC1CCCCC1NC(=O)c1c(O)nc2ccccn2c1=O (stereo not given)
44	COc1cccc(NC(=O)Cn2nnc(-c3ccccc3N)n2)c1
45	C=CCNC(=O)NC(=O)c1csc([N+](=O)[O-])c1
46	CC1(C)C(=O)Nc2ccccc2N1C(=O)COC(=O)c1cc([N+](=O)[O-])ccc1N
47	CCOC(=O)N1CCc2[nH]c3ccc(C)cc3c2C1
48	CCOC(=O)c1cccc(N/C=C/C(=O)c2ccc(OC)c(OC)c2)c1
49	COc1ccc(-c2oc3ccc(-c4ccc(OC)nc4)cc3c2-c2ccc(OC)cc2)cc1
50	Cc1cccn2c(=O)c3cc(C(=O)NCCN4CCOCC4)c(=N)n(CCc4ccccc4)c3nc12

assay / entry	41	42	43	44	45	46	47	48	49	50
TAAR1 antag	-3	-20	-29	-1	-18	45	-13	38	-27	14
OXTR potentiate	-5	5	4	1	2	-15	3	-6	-2	-21
CHO-K1 Ca ag	1.1	2.6	0.0	1.9	1.2	3.9	-0.2	2.8	0.1	0.9
CHO-K1 Ca antag	12	-7	-2	-12	-3	15	-15	18	0	-5
TAAR1 ag	3	1	1	6	4	15	0	13	6	12
M1 PAM parental	-15	-9	-10	12	7	-4	4	-5	0	13
CHRM1 agonist	-10	-5	-6	0	-2	-3	-1	0	-3	-5
CHO parental Ca	-10	-30	-6	-6	4	-8	-11	-29	-18	-20
M1 antag	3	11	0	-6	-13	20	-10	29*	1	5

Another view of three compounds above:
#	Structure	TAAR1 antag	OXTR potentiate	CHO-K1 Ca ag	CHO-K1 Ca antag	TAAR1 ag	M1 PAM parental	CHRM1 agonist	CHO parental Ca	M1 antag
37	Cc1ccc(C(=O)NCC(=O)N(C)CC(=O)Nc2ccccc2Br)s1	11	3	-0.3	8	1	-15	0	-11	3
13	O=C1NC(=S)N/C1=C/c1ccc2c(c1)OCO2	-23	-12	0.3	-14	1	13	-3	-4	-2
38	O=C(CSc1ncccc1-c1nc2ccccc2[nH]1)NC1CC1	23	-4	4.1	-30	8	21	-7	-20	-9

Remaining list, next part.
51	Cc1ccc(S(=O)(=O)N2CCCC2C(=O)Nc2nc3ccccc3s2)cc1 (stereo not given)
52	COc1ccccc1CNC(=O)C(NC(=O)c1ccccc1C)C(C)C (stereo not given)
53	O=C(C1CCCN(S(=O)(=O)c2ccc(Br)s2)C1)N1CCN(c2ccccc2)CC1 (stereo not given)
54	O=C(NCCN1CCOCC1)c1cc([N+](=O)[O-])cc([N+](=O)[O-])c1

assay / entry	51	52	53	54
TAAR1 antag	/	0	15	-2
OXTR potentiate	-9	-18	-15	-3
CHO-K1 Ca ag	3.0	2.8	4.0	10
CHO-K1 Ca antag	-25	-4	-14	0
TAAR1 ag	/	4	-1	2
M1 PAM parental	20	21	-2	24
CHRM1 agonist	-2	-10	-8	-3
CHO parental Ca	-23	2	-33	-11
M1 antag	6	-5	2	-9

Compounds were not picked by outcome; about 4.2% have a hit in one of these screens.
